SV40 large T antigen: SV40 large T antigen inhibitors, biochemical (AID 1903); SV40 large T antigen ATPase/helicase inhibition assay; higher % means a stronger effect; inhibition, % at 20 µM; hits with a dose series show IC50 in µM; 0.39% of 310,000 active; in the data active = a potency from the dose series; inconclusive = inhibition mostly from about 32% at the one dose, without a potency; inactive = the rest, 99 in 100 with inhibition below about 32%; note: strong numbers were not always called active
West Nile antiviral: West Nile virus antiviral activity, cell-based, CPE readout (AID 1621); West Nile virus-infected cells, CPE inhibition; higher % means a stronger effect; CPE inhibition, % at 10 µM, or IC50 in µM where a hit was titrated; 0.02% of 290,000 active; in the data active = a potency from the dose series; inconclusive = CPE inhibition mostly from about 3.7% at the one dose, without a potency; inactive = the rest, 99 in 100 with CPE inhibition below about 2.2%; note: strong numbers were not always called active
PhoP inhibition: inhibitors of PhoP regulon expression, primary screen, Salmonella Typhimurium, GFP reporter (AID 1863); inhibition, % at 50 µM; hits with a dose series show IC50 in µM; 0.16% of 300,000 active; S. Typhimurium PhoP-regulated promoter GFP reporter, 4 h; higher % means a stronger effect;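 active = inhibition over 29.93%, a cutoff 3 SD above the screen mean, later confirmed by dose response; inconclusive = inhibition over 29.93% but no dose response follow-up; inactive = inhibition at most 29.93% or unconfirmed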;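 note: 0% = low Mg2+ inducing control and 100% = high Mg2+ repressing control; strong numbers were not always called active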
NTR1 agonist: agonists of NTR1, primary screen, imaging, U2OS cells, beta-arrestin-GFP, high content (AID 493036) | NTR1-U2OS beta-arrestin-GFP spot imaging, agonist mode | Neurotensin receptor type 1 (Homo sapiens), P30989 | 0.17% of 330,000 active | activation, % at 20 µM;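 active = activation at or above 40% of the spot to cytoplasm intensity ratio, with at least 20 cells analyzed; inconclusive = wells under 20 cells, flagged as cytotoxic or low count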;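 note: 0% = DMSO without peptide and 100% = 100 nM NTR1 peptide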
Target sequence (P30989 whole entry, looked up): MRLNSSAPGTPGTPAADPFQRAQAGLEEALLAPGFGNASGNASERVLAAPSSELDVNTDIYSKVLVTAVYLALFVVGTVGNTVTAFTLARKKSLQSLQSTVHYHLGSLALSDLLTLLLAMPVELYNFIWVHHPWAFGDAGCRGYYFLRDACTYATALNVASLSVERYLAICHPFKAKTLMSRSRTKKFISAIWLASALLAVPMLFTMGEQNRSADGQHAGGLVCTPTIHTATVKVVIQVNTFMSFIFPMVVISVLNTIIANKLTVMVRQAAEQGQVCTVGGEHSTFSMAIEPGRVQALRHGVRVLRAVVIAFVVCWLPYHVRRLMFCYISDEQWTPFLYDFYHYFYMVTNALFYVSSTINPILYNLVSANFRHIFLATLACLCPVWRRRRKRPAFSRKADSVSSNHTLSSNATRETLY
NS5 inhibitors: Dengue-2 NS5 methyltransferase inhibitors, primary screen, biochemical, confirmation dose response (AID 588689); Dengue-2 NS5 methyltransferase capping enzyme assay, biochemical; higher % means a stronger effect; one-dose inhibition, % at 25 µM; IC50 in µM for titrated hits; Genome polyprotein (Dengue virus type 2 (strain 16681-PDK53)); 0.3% of 340,000 active; in the data active = a potency from the dose series; inconclusive = inhibition above about 29% without an active follow-up result
RSV antiviral HEp-2: RSV antiviral activity via CPE protection, HEp-2 cells, primary 10 µM value included (AID 2391). one-dose CPE inhibition, % at 10 µM; IC50 in µM for titrated hits. 0.13% of 310,000 active. HEp-2 cells, RSV-induced CPE inhibition; higher % means a stronger effect; in the data active = a potency from the dose series; inconclusive = CPE inhibition mostly from about 23% at the one dose, without a potency; inactive = the rest, 99 in 100 with CPE inhibition below about 21%; note: strong numbers were not always called active
T cell HTS: modulators of CD8 T cell-vesicle binding, primary screen, mouse 2C CD8+ T cells, flow cytometry. 2C CD8+ T cell-vesicle binding; stronger effect = lower value. calls only at 7 µM. 0.068% of 330,000 active. AID 2052, 2009;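 active = response, share of CD8 T cells binding vesicles, and their 90th percentile fluorescence all below set limits, cut at about 80% in these data, passing the limit was not always enough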
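incubation = binding step 1.5 h, 37 °C, antibody labelling 20 min, ice | test system = 2C mouse CD8+ T cells | read-out basis = percent CD8+ FL2 mean versus row control | controls = Peptide-free naked vesicles (low) and QL9 vesicles with 0.7% DMSO vehicle (high) | detection = flow cytometry of vesicle-bound cells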
MgcRacGAP inhibition: MgcRacGAP GTPase-activating activity inhibitors, confirmation, biochemical, ADP Hunter fluorescence; Rac GTPase-activating protein 1 (Homo sapiens); MgcRacGAP-stimulated Rac1 GTP hydrolysis, ADP Hunter fluorescence; higher % means a stronger effect; GST-tagged Rac1 F28L mutant substrate; inhibition, % at 30 µM; hits with a dose series show IC50 in µM; 0.6% of 340,000 active; AID 624330, 2012;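 active = first-screen hits whose inhibition reached a set limit at any dose in the follow-up dose series; inconclusive = inhibition above the set first-screen limit but never retested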;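 note: fluorescence reports GDP produced by GAP-driven GTP hydrolysis; strong numbers were not always called active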
UTI89 phage lysis: inhibition of K1F phage lysis, E. coli UTI89, bacterial capsule biogenesis inhibitors, alamar blue (AID 488966); E. coli UTI89 K1F phage lysis, alamar blue, 2 h; higher % means a stronger effect; one-dose inhibition, % at 100 µM; IC50 in µM for titrated hits; 0.02% of 340,000 active;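 active = phage lysis inhibition, versus mean bacterial control, above a set limit; inconclusive = no clear call, values can overlap the other calls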;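 note: capsule biogenesis inhibitors block K1F phage lysis so surviving cells raise fluorescence; higher fluorescence means more inhibition of phage lysis; actives were called in the ten point dose series up to 300 µM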
T cell HTS vesicle-bound %: also measured in T cell HTS; calls as there; double positive events, %; measured here: CD8+ vesicle-bound cell fraction;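 binding gate set so that unloaded-vesicle control wells show 10% double positive cells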
NTR1 agonist cell count 20 µM: recorded beside NTR1 agonist, whose call it bears; cell count; measured here: cell count, cytotoxicity flag
An asterisk follows results filed as active; i = inactive; ? = inconclusive; / = no result given; [ ] = another dose, or the depositor's remark.

SMILES | SV40 large T antigen | West Nile antiviral | PhoP inhibition | NTR1 agonist | NTR1 agonist cell count 20 µM | NS5 inhibitors | RSV antiviral HEp-2 | T cell HTS | T cell HTS vesicle-bound % | MgcRacGAP inhibition | UTI89 phage lysis
CCN(CC(=O)Nc1ccc(OC)cc1)CC(=O)Nc1ccc(Br)cc1F | 11% | -1.4% | 0% | 1.1 | 61 | -17% | 5.3% | i | 57 | 11% | -0.2%
COc1ccc(-c2csc(NC(=O)CSc3n[nH]c(C)n3)n2)cc1 | 19% | 0.3% | 13% | 1.2 | 53 | -3% | 1.1% | i | 23 | -1% | 0.0%
O=C1CC(N2CCSCC2)C(=O)N1c1ccccc1 (stereo not given) | -1% | 0.3% | 9% | -0.7 | 36 | -2% | 0.5% | i | 46 | -6% | 5.8%
N#Cc1c(Nc2ccccc2C(F)(F)F)s[nH]c1=O | 57µM* | 1.4% | -10% | 5.8 | 42 | / | -1.6% | i | 26 | / | /
O=C(c1ccc(Cl)c(S(=O)(=O)N2CCOCC2)c1)N(c1ccccn1)C1CCCCC1 | 9% | -0.7% | 4% | -1.3 | 55 | -1% | -0.1% | i | 50 | 13% | -0.1%
Cc1ccc(C(C)C)c(OCC(O)CN2CCc3ccccc3C2)c1 (stereo not given) | -1% | -2.0% | -3% | 9.6 | 61 | -18% | 6.2% | i | 49 | -6% | -3.0%
CCOc1ccc(CCNC(=O)c2cc(C)nc3ccccc23)cc1OCC | 2% | -0.4% | 2% | 0.9 | 71 | -9% | 0.7% | i | 70 | 7% | 0.0%
C[C@@H](C(=O)N[C@@H](Cc1c[nH]c2ccccc12)C(=O)O)n1nnc2ccccc2c1=O | 9% | -0.2% | -2% | 0.4 | 54 | -6% | 0.4% | i | 41 | 7% | 0.1%
NC(=O)CN1CCN(C2CC(=O)N(CCc3ccccc3)C2=O)CC1 (stereo not given) | 2% | 0.0% | -2% | 1.3 | 50 | -6% | 0.6% | i | 63 | 4% | -2.6%
Cc1csc(SCCn2c(Br)nc3c2c(=O)[nH]c(=O)n3C)n1 | 2% | 0.7% | 1% | -0.5 | 44 | 1% | -0.3% | i | 41 | 5% | 0.4%
CCN1CCN(C(=O)c2cc3c(s2)-c2ccccc2S(=O)(=O)C3)CC1 | 1% | 0.3% | 6% | 0.3 | 93 | 4% | -1.0% | i | 42 | 10% | 1.0%
COCCN1CC(C(=O)NCCc2nc(C)c(C)s2)CCC1=O (stereo not given) | 10% | -0.2% | 0% | 1.8 | 75 | -7% | 1.9% | i | 30 | 4% | 0.2%
Cc1ncc(CN2CCN(Cc3ccc(F)cc3)C(CCO)C2)s1 (stereo not given) | 0% | -0.6% | 4% | 1.2 | 48 | -1% | 0.7% | i | 64 | 4% | -0.5%
CC(=O)NCc1ccc(-c2csc(-c3cccs3)n2)cc1 | -2% | -0.7% | 9% | 0.4 | 37 | -3% | ? | i | 16 | 0% | -0.5%
CCN1C(=S)SC(=O)C1=C1C=C(C)OC(C)=C1 | 2% | 0.2% | 4% | 0.4 | 49 | -9% | 1.5% | i | 10 | 7% | -0.1%
COCCOC(=O)c1c(C)oc2ccc(OC(=O)c3c(OC)cccc3OC)cc12 | 2% | 2.7% | -4% | 4.3 | 95 | -6% | 2.5% | i | 30 | 9% | 1.0%
CCN(C(=O)Cn1c(=O)oc2cc(S(=O)(=O)N3CCOCC3)ccc21)c1ccccc1 | 21% | -0.1% | / | -1.2 | 73 | -7% | 1.4% | i | 14 | 1% | 1.8%
O=C(COc1cc2oc(=O)cc(-c3ccccc3)c2cc1Cl)NC(Cc1c[nH]c2ccc(O)cc12)C(=O)O (stereo not given) | / | -0.5% | / | 0.0 | 83 | 4% | 0.9% | i | 39 | 8% | 3.8%
CC(C)Sc1nc2c(c(=O)n1-c1ccc(F)cc1)SCC2 | -3% | -0.8% | 5% | 0.4 | 98 | 2% | -0.8% | i | 51 | 7% | 0.2%
O=C(Cc1ccsc1-c1ccccc1)NO | 1% | 0.6% | 11% | 0.4 | 37 | -6% | -2.4% | i | 10 | -1% | -1.3%
O=S(=O)(c1ccc(-c2csc(=Nc3ccccc3)n2CCCN2CCOCC2)cc1)N1CCOCC1 | 5% | -0.1% | -1% | -0.9 | 36 | 5% | -2.1% | i | 12 | 3% | 2.1%
C/C(=N\Nc1nccnc1Cl)c1ccc(O)c(C)c1 | ? | -0.4% | 4% | 0.4 | 73 | -9% | 1.0% | i | 46 | -3% | -0.3%
COc1ccc(S(=O)(=O)N(CCCN2CCCC2=O)Cc2cc3c(C)cc(C)cc3[nH]c2=O)cc1 | 5% | 0.2% | -4% | / | / | -4% | / | / | / | 3% | -0.5%
O=C(CCCN1C(=O)c2cccc3cccc(c23)C1=O)N1CCN(Cc2ccc3c(c2)OCO3)CC1 | 8% | 0.2% | 8% | 3.8 | 93 | -2% | 38% | i | 29 | 6% | -0.1%
CC1=CCC(C(=O)O)C(C(=O)NC2CCCCC2)C1 (stereo not given) | -3% | 0.3% | 4% | 1.7 | 56 | -8% | 0.7% | i | 32 | 7% | 0.2%

By substructure, the entries above with bromine
SMILES | SV40 large T antigen | West Nile antiviral | PhoP inhibition | NTR1 agonist | NTR1 agonist cell count 20 µM | NS5 inhibitors | RSV antiviral HEp-2 | T cell HTS | T cell HTS vesicle-bound % | MgcRacGAP inhibition | UTI89 phage lysis
CCN(CC(=O)Nc1ccc(OC)cc1)CC(=O)Nc1ccc(Br)cc1F | 11% | -1.4% | 0% | 1.1 | 61 | -17% | 5.3% | i | 57 | 11% | -0.2%
Cc1csc(SCCn2c(Br)nc3c2c(=O)[nH]c(=O)n3C)n1 | 2% | 0.7% | 1% | -0.5 | 44 | 1% | -0.3% | i | 41 | 5% | 0.4%

Next section
SMILES | SV40 large T antigen | West Nile antiviral | PhoP inhibition | NTR1 agonist | NTR1 agonist cell count 20 µM | NS5 inhibitors | RSV antiviral HEp-2 | T cell HTS | T cell HTS vesicle-bound % | MgcRacGAP inhibition | UTI89 phage lysis
Cn1c([N+](=O)[O-])cnc1N1CCN(c2nncs2)C1=O | 1% | 0.7% | 5% | -1.4 | 62 | -4% | 4.5% | i | 21 | 9% | 0.0%
Cc1nn(CC(=O)Nc2ccc3c(c2)CCC3)c(C)c1[N+](=O)[O-] | / | / | / | 0.7 | 57 | -7% | 1.6% | i | 46 | -1% | 0.7%[50 µM]
S=C(Nc1ccccc1Cl)N(Cc1ccccc1)Cc1ccccn1 | 6% | -0.6% | -6% | 4.0 | 57 | -7% | 3.3% | i | 58 | 5% | 1.6%
O=C(CC1C(=O)NCCN1C(=O)c1ccc(Cl)cc1)Nc1ccc(F)cc1 (stereo not given) | 27% | -0.2% | -4% | 0.0 | 77 | -6% | 3.5% | i | 16 | 4% | -1.2%[50 µM]
COc1cccc([C@@H]2CC=C(C(=O)O)CN2S(=O)(=O)c2ccc(C)cc2)c1 | 8% | / | -10% | 10 | 89 | -3% | 2.9% | i | 34 | 7% | 0.4%
CC(C)CCNC(=O)COc1ccc2c(c1)C(=O)CC(C)(C)O2 | 0% | -0.4% | 2% | -0.5 | 89 | -7% | 4.0% | i | 11 | 1% | 0.7%
CCn1cc(CN2CCC(C(=O)Nc3ccc(Oc4ccccc4F)cc3)CC2)c(C)n1 | 10% | 0.8% | 6% | 1.1 | 90 | 1% | 7.3% | i | 17 | 2% | -0.2%[50 µM]
Cn1c(SCC(=O)Nc2ccccc2-c2ccccc2)nnc1-c1ccco1 | 1% | -0.3% | 2% | 1.1 | 58 | 0% | 0.0% | / | / | 10% | -0.4%
CCCOc1ccc(S(=O)(=O)Nc2ccccn2)c2ccccc12 | 4% | -0.2% | -1% | -0.2 | 89 | 0% | 0.8% | i | 48 | 0% | -0.1%
Cc1cc(C)c2nc(NC(=O)C3CC(=O)N(Cc4ccco4)C3)sc2c1 (stereo not given) | 26% | -0.7% | 7% | 2.4 | 62 | -7% | 4.7% | i | 40 | 8% | -0.2%
CCOc1ncccc1C(=O)OCc1c(Cl)cccc1Cl | 16% | -0.4% | 12% | 0.1 | 61 | -6% | 2.7% | i | 29 | 4% | 9.3%
Cc1cccc(NS(=O)(=O)c2csc(C(N)=O)c2)c1C | 24% | -0.6% | -2% | 0.5 | 73 | -2% | 0.5% | i | 47 | 4% | 0.2%
CCCn1c(N)c(C(=O)CSc2nc3ccccc3c(=O)n2Cc2ccccc2)c(=O)[nH]c1=O | -2% | 0.4% | -5% | 5.9 | 62 | -1% | 3.4% | i | 31 | 6% | -0.1%
O=C(Cc1cccs1)NCc1cccc(F)c1 | 3% | -0.4% | -1% | -1.5 | 97 | 15% | -0.1% | i | 59 | -3% | 0.4%
NC(=O)COC(=O)c1ccc(Cl)c(S(=O)(=O)N(Cc2ccccc2)c2ccc(Cl)cc2)c1 | 10% | 0.1% | 8% | 11 | 85 | -12% | 1.5% | i | 40 | 10% | 0.3%
CCCc1[nH]nc2c1C1(CCOC1C)C(C#N)=C(N)O2 (stereo not given) | 6% | 0.1% | 9% | 0.8 | 90 | 2% | 0.8% | i | 20 | 11% | 0.6%
Cc1ccc(NC(=O)C2CCCN(S(=O)(=O)c3cnc[nH]3)C2)cc1C (stereo not given) | 0% | 0.0% | 2% | -2.9 | 56 | 0% | 3.2% | i | 32 | 9% | -1.7%
COc1ccc(C2=NOC(C)(c3sc(-c4ccc(Cl)cc4)nc3C)C2)cc1 (stereo not given) | 4% | -0.1% | / | 0.0 | 52 | / | 2.3% | i | 2 | / | /
COc1ccc(C(c2sc3nc(C)nn3c2O)N2CCN(CCO)CC2)cc1OC (stereo not given) | 9% | 0.0% | 1% | 0.7 | 59 | -6% | 2.1% | i | 44 | 4% | -0.9%
CN(C)CCCNC(=O)C(=O)Nc1ccc2c(c1)N(S(=O)(=O)c1cccs1)CCC2 | 6% | / | 8% | 0.1 | 64 | 4% | -3.1% | i | 46 | 2% | 0.4%[50 µM]
CC1(C)CCc2cc(-c3ccn(S(=O)(=O)c4ccccc4Cl)n3)ccc2O1 | 7% | -0.4% | -4% | 1.9 | 61 | / | ? | i | 51 | / | /
O=C(CNC(=O)c1ccco1)N=Nc1c(O)n(CCc2ccccc2)c2ccccc12 | 2% | 0.6% | -5% | -1.2 | 57 | -3% | 2.8% | i | 30 | 0% | -0.1%

Screens deposited in PubChem by several laboratories.
